TR-FRET SRC-2 ct – counter-screen for PPARgamma SRC-2 recruitment agonists: TR-FRET artefact | hit rate 0.4% among 200,000 | AID 1049 | TR-FRET ratio at 8 µM | active compounds read high; in the data active = TR-FRET ratio above about 2000; also: inactives centre near 1500
RAM inhibit – blocks the yeast RAM network | S. cerevisiae dse1pr::URA3 reporter, 5-FOA growth OD615, 2 d; analog-sensitive cbk1-as2 kinase mutant strain | inhibition, % at 50 µM | hit rate 1.8% among 190,000;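 active = inhibition above a set limit, 3 SD over mean compound inhibition, cut at about 8.4% in these data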;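 also: 0% = DMSO-only wells with no growth and 100% = 10 µM 1-NA-PP1 full growth; inhibition rescues growth on 5-FOA so higher OD means more RAM inhibition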
PPARg SRC2 recr – agonists of SRC-2 recruitment by human PPARgamma | P37231 | hit rate 0.34% among 200,000 | AID 1032 | PPARgamma LBD-SRC-2 recruitment, biochemical | activation, % at 8 µM; in the data active = activation above about 22%;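 also: 0% = vehicle and 100% = reference agonist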
Target sequence (P37231 whole entry, looked up, the tested form may be a part): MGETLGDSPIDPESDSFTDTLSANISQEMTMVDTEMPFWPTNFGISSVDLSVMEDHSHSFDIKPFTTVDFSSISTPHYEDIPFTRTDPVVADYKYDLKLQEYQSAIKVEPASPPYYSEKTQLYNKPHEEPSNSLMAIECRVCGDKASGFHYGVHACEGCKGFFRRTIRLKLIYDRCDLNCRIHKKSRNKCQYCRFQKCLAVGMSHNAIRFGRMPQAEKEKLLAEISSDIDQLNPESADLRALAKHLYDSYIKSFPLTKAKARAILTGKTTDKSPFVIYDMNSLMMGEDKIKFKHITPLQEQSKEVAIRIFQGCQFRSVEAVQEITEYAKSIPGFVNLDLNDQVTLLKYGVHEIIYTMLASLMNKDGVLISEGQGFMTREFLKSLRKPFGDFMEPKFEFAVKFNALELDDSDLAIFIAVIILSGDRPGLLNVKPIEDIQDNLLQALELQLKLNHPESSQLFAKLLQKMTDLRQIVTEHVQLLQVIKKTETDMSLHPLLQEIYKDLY
PPARg SRC1 recr – PPARgamma-driven SRC-1 recruitment agonism; P37231; PPARgamma-SRC-1 coactivator recruitment biochemical assay; activation, % at 8 µM; hit rate 0.41% among 200,000; in the data active = activation above about 19%;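 also: 0% = DMSO and 100% = reference agonist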
TLR4-MyD88 BLA – TLR4-MyD88 interaction inhibition in cells | AID 861 | hit rate 0.18% among 200,000 | HeLa CL3-4 TLR4/MyD88 BLA complementation, FRET ratio | inhibition, % at 8.4 µM; in the data active = inhibition above about 25%;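 also: 0% = vehicle and 100% = reference inhibitor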
STAT3 blocker – STAT3 signaling inhibition; hit rate 0.89% among 190,000; U3A cells, IL-6 STAT3-luciferase reporter, luminescence; host cell line lacks STAT1; inhibition, % at 5.5 µM;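 active = inhibition above the mean inhibition across all screened compounds plus 3 SD, cut at about 44% in these data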;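 also: 0% = DMSO only wells and 100% = 100 µM nifuroxazide control wells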
S1P3 antag – antagonists of human S1P3 receptor; Q99500; CHO S1P3 NFAT-BLA reporter, FRET fluorescence, antagonist mode; inhibition, % at 4.98 µM; hit rate 0.27% among 170,000;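 active = inhibition above the plate cutoff, the mean inhibition of test wells on that plate plus 3 SD, cut at about 28% in these data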;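 also: cells challenged with S1P at its EC80 of 0.8 µM; blue over green emission ratio from cleaved BLA substrate after 4 h stimulation; 0% = S1P-stimulated wells and 100% = unstimulated DMSO-only wells; some compounds past the cut are filed as inactive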
ROMK primary – modulates human ROMK potassium channel activity; Tet-inducible ROMK, thallium flux fluorescence; actives lie on both sides; P48048; hit rate 2% among 130,000; B-score at 10 µM;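 active = signal ratio slope over the read window, or its plate-corrected B-score, at least 3 SD from the plate mean, either direction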;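 also: B-score of the F/F0 ratio slope over 7 to 12 s after thallium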
Target sequence (P48048 whole entry, looked up): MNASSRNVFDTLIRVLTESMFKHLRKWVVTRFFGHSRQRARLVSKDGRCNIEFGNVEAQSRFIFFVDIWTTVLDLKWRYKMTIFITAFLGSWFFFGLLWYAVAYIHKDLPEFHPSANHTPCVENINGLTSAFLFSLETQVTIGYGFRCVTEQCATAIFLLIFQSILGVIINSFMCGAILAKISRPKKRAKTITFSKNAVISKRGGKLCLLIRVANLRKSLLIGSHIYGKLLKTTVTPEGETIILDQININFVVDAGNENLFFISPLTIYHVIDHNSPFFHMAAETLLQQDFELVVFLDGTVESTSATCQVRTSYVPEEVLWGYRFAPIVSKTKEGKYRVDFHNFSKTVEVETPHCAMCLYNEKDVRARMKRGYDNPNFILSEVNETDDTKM
STAT1 blocker – inhibitors of IFN-gamma induced STAT1 signaling. inhibition, % at 5.5 µM. hit rate 0.35% among 200,000. NIH 3T3 STAT1-luciferase reporter, luminescence;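 active = inhibition above a set limit, the mean inhibition across all tested compounds plus 3 SD, cut at about 34% in these data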;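 also: 0% = IFN-gamma with DMSO and 100% = IFN-gamma with 300 µM nifuroxazide; values of inactives mirror those of a sister screen read the other way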
STAT3 activator – STAT3 signaling activation; U3A cells, IL-6 STAT3-luciferase reporter, luminescence; 100% = signal with IL-6 EC80 alone; activation (% of control), % at 5.6 µM; hit rate 0.91% among 190,000; AID 871;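 active = activation above the screen-wide mean of compound activation plus 3 SD, cut at about 130% in these data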;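 also: 0% = background luminescence of wells with medium and substrate only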
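system = STAT3-luciferase reporter U3A cells | reagent = IL-6 stimulus at 33 ng/mL final | timing = 1 h compound pre-exposure, 6 h IL-6 stimulation, 37 °C | measured by = luminescence | evaluation = % activation versus median of IL-6-stimulated wells | control set = IL-6-only wells as 100% reference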
PPARg SRC-3 ag – agonists of human PPARgamma SRC-3 coactivator recruitment | P37231 | biochemical PPARgamma/SRC-3 coactivator recruitment assay | activation, % at 8 µM | hit rate 0.26% among 200,000 | AID 731; in the data active = activation above about 23%;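 also: 0% = DMSO and 100% = reference agonist; some compounds past the cut are filed as inactive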
The depositor's hits bear a star; nt = no result given.

SMILES	TR-FRET SRC-2 ct	RAM inhibit	PPARg SRC2 recr	PPARg SRC1 recr	TLR4-MyD88 BLA	STAT3 blocker	S1P3 antag	ROMK primary	STAT1 blocker	STAT3 activator	PPARg SRC-3 ag
Cc1ccc(NC(=O)CSc2nnc(CNC(=O)c3cccs3)o2)c(C)c1	1578	4.0	0	3	5	0	-14	-0.44	-1	104	-1
CS(=O)(=O)c1nc(-c2ccc(Br)cc2)n[nH]1	1736	2.7	13	8	-9	10	2	1.3	-1	96	4
CCCN(CCC)CCCNC(=O)c1cc2c(=O)n(C)c3ccccc3c2n1C	1578	1.3	-2	0	3	7	-8	nt	-11	102	0
O=C(Cc1ccc(Br)cc1)Nc1ccccc1Sc1ccccc1	1506	6.3	6	10	-7	16	nt	-0.54	4	92	9
CC1(C)Cc2c(c(-c3ccco3)[nH]c(=O)c2C#N)CO1	1431	0.3	2	-3	-3	-10	12	nt	-4	111	-3
O=C(CNC(=O)c1cccs1)NCCN1CCC(Cc2ccccc2)CC1	1518	0.4	0	-5	14	3	18	nt	12	99	3
OCC1OC(n2nnc3ccccc32)C(O)C(O)C1O (stereo unspecified)	1566	-0.3	2	0	7	-3	7	nt	7	107	-1
O=C(NCC1CCCO1)c1ccc2c(=O)n(CC3CCCO3)c(=S)[nH]c2c1 (stereo unspecified)	1467	0.4	-2	0	2	9	nt	0.037	-1	97	8
O=C(COC(=O)CN=C1NS(=O)(=O)c2ccccc21)Nc1ccccc1OC(F)F	1567	1.5	-3	-3	0	-4	-16	-0.94	3	110	-4
CC1(O)N(Cc2ccccc2)C(=O)OC12CCCCC2 (stereo unspecified)	1616	2.3	4	4	0	10	-4	nt	-4	96	-3
CCCCn1c(CN(C)Cc2ccccc2)nc2c1c(=O)n(C)c(=O)n2C	1471	0.3	4	4	-11	32	-27	-2	23	76	1
O=C(COC(=O)C1CCC(=O)N1)Nc1cc(Cl)ccc1Cl (stereo unspecified)	1589	-0.4	-7	-9	-4	2	-11	nt	-4	98	-4
COCCCN1C(=O)c2ccc(C(=O)NCc3ccco3)cc2C1=O	1583	6.5	5	2	3	8	-8	0.55	1	97	0
Cc1ccc2cc(CCNC(=O)C(C)C)c(=O)[nH]c2c1C	1597	3.1	10	4	3	0	-6	nt	-15	104	3
COC(=O)c1ccc(-c2sc3nc(N4CCOCC4)c4c(c3c2N)CC(C)(C)OC4)o1	1496	-0.4	10	0	-4	0	nt	-1.8	-7	105	1
CCNC(=S)N(CCc1c(C)[nH]c2ccc(C)cc12)Cc1cccs1	1372	5.3	-6	-1	-3	-9	-3	-0.057	-3	108	-3
O=C(Nc1nccs1)C1CC(=O)N(c2ccccc2Cl)C1 (stereo unspecified)	1411	0.9	1	-2	-1	7	nt	nt	0	96	1
COC(=O)c1sccc1NC(=S)Nc1ccc(F)cc1	1873	-0.4	5	7	-9	12	6	0.022	11	92	6
O=C(NC1CCCCC1)C(=O)N(Cc1cccnc1)C(C(=O)NCc1ccco1)c1ccccc1 (stereo unspecified)	1676	1.4	-3	3	-3	6	0	0.62	4	102	4
C=CCc1cc(Cl)ccc1OCCN(C)C	1314	0.9	0	3	-2	9	nt	nt	-27	98	-10
CCCCNC(=O)Cn1c2c(c(-c3ccccc3Cl)cc1=O)CCC2	1493	0.5	14	9	-1	19	nt	nt	12	91	-1
CC(C)C(C)NC(=O)CSc1nnc(-c2c[nH]c3ccccc23)o1 (stereo unspecified)	1653	2.0	16	9	-2	7	-4	1.7	-8	98	6
CCN(CC)CCNC(=O)Cn1nc(-c2ccc(C)cc2)ccc1=O	1541	1.0	9	9	1	7	11	nt	-6	97	-4
Cc1ccc(-c2cc(N)n(-c3ccc(C)cc3)n2)cc1	1469	2.7	9	4	1	3	nt	-1	-26	104	-1
CC(C)CNC(=O)c1cc2nc(C3CC3)cc(C(F)(F)F)n2n1	1692	nt	3	2	2	14	nt	nt	2	92	1
CCOC(=O)c1cccc(NC(=O)Cn2c(CC(=O)N3CCCC3)nc3ccccc32)c1	1583	0.8	-3	9	3	8	-17	0.028	-6	99	12
CC1(c2ccc(Cl)cc2)NC(=O)N(CC(=O)N2CCCC2)C1=O (stereo unspecified)	1462	0.8	-6	-3	-6	11	-6	nt	1	94	2
CCOC(=O)CC(=O)CSc1ccc2nnc(-c3cccc(F)c3)n2n1	1635	1.1	-4	6	-6	0	-28	-0.085	-3	102	7
Cc1cccn2c(=O)c3cc(C(=O)NCCc4ccccc4)c(=N)n(CCCn4ccnc4)c3nc12	1667	-0.5	1	-4	-4	-2	nt	nt	-4	112	-3
Cn1c(=O)[nH]c(=O)c2c1nc(SCCN1CCCCC1)n2CCCc1ccccc1	1473	1.1	1	0	19	-5	11	nt	0	110	-2
CC1CCCCN1C(=O)c1ccc(S(=O)(=O)N2CCCCC2C)cc1 (stereo unspecified)	1657	-1.5	3	5	-3	10	26	0.015	11	96	-2
CN(C)C(=O)N1CCC(C(=O)N2CCCC(C(=O)c3cccc4ccccc34)C2)CC1 (stereo unspecified)	1514	-0.3	12	6	-12	3	-1	1.9	2	101	7
COc1ccc(CCN2C(=O)CC(NNC(=O)c3cccc(O)c3)C2=O)cc1 (stereo unspecified)	1630	1.3	3	4	1	-5	-4	1.1	14	102	2
CCn1c2ccccc2c2cc(NC(=O)COC(=O)c3ccccc3Br)ccc21	1626	2.7	1	0	-1	1	-8	nt	3	100	2
CCOC(=O)c1cnn(-c2cc(Oc3ccccc3)ncn2)c1N	1607	3.9	-1	-6	1	5	nt	nt	-9	100	-7
Nc1nnc(-c2cccc([N+](=O)[O-])c2)s1	1539	3.8	-3	1	-6	5	8	-0.52	-8	98	4
O=C(CN(Cc1cccs1)C(=O)CNS(=O)(=O)c1ccc(Cl)cc1)NCC1CCCO1 (stereo unspecified)	1482	-1.1	1	-1	-8	4	-8	-0.86	0	103	1
O=C1CC(Cc2ccc(Cl)cc2)C(=O)N1c1ccccn1 (stereo unspecified)	1649	2.0	11	2	-1	4	-21	nt	2	100	8
Cc1cccc(C(=O)Nc2cc(C)ccc2NC(=O)COc2ccccc2)c1	1506	5.8	2	-2	8	0	nt	nt	2	100	4
CCCC1OC23CCCCC2C(C#N)(C(=N)O3)C1(C#N)C#N (stereo unspecified)	1494	1.7	3	-5	-8	1	nt	nt	12	103	-4

Record cards, from the list above.
CN(C)C(=O)N1CCC(C(=O)N2CCCC(C(=O)c3cccc4ccccc34)C2)CC1 (stereo unspecified) is listed with TR-FRET SRC-2 ct: 1514; RAM inhibit: -0.3; PPARg SRC2 recr: 12; PPARg SRC1 recr: 6; TLR4-MyD88 BLA: -12; STAT3 blocker: 3; S1P3 antag: -1; ROMK primary: 1.9; STAT1 blocker: 2; STAT3 activator: 101; PPARg SRC-3 ag: 7
CCOC(=O)c1cccc(NC(=O)Cn2c(CC(=O)N3CCCC3)nc3ccccc32)c1 is listed with TR-FRET SRC-2 ct: 1583; RAM inhibit: 0.8; PPARg SRC2 recr: -3; PPARg SRC1 recr: 9; TLR4-MyD88 BLA: 3; STAT3 blocker: 8; S1P3 antag: -17; ROMK primary: 0.028; STAT1 blocker: -6; STAT3 activator: 99; PPARg SRC-3 ag: 12

New compounds follow.
SMILES	TR-FRET SRC-2 ct	RAM inhibit	PPARg SRC2 recr	PPARg SRC1 recr	TLR4-MyD88 BLA	STAT3 blocker	S1P3 antag	ROMK primary	STAT1 blocker	STAT3 activator	PPARg SRC-3 ag
COc1cccc2c(=O)n(CC(=O)N3CCCc4ccccc43)ccc12	1657	1.8	5	-3	-6	10	-3	nt	-1	99	-11
C[C@H]([C@@H](N)C(=O)N[C@@H](C(=O)O)[C@@H]1O[C@H](n2ccc(=O)[nH]c2=O)[C@@H](O)[C@H]1O)[C@@H](O)c1ccc(O)cn1	1665	2.9	1	5	4	1	-2	nt	4	101	4
Cc1onc(-c2ccccc2)c1C(=O)NC(=S)Nc1sc2c(c1C#N)CCCC2	1795	3.8	2	6	3	3	-24	nt	-1	94	1
O=c1oc2ccccc2c(N2CCCC2)c1[N+](=O)[O-]	1687	1.2	3	1	-3	4	-19	0.45	-4	101	2
CCC(CC)NC(=O)c1cc(OC)c(OC)c(OC)c1	1619	0.0	0	4	-7	1	-9	-0.21	-3	103	-3
CCOc1cc(/C=N/NC(=O)COc2ccccc2C)ccc1OC(=O)c1cccs1	1371	1.1	1	2	-2	1	nt	1.2	-2	106	-3
Cc1ccc(C)n1C(CC(=O)O)c1ccc(C#N)cc1 (stereo unspecified)	1753	0.0	5	8	-9	6	-5	0.051	-5	100	2
c1cc(CNC2C3CC4CC(C3)CC2C4)ccn1 (stereo unspecified)	1516	1.1	3	2	6	10	1	0.26	3	101	7
CN(C)C(CNC(=O)c1ccc2ccccc2c1)c1ccco1 (stereo unspecified)	1603	-0.1	12	-6	11	-10	-4	-0.85	-3	111	1
O=C(NCc1ccco1)c1cc([N+](=O)[O-])cc([N+](=O)[O-])c1	1473	-0.3	3	4	0	11	-10	0.44	-2	92	-1
CC(c1nnc(SCC(=O)Nc2cccnc2Cl)n1Cc1ccccc1)N(C)C (stereo unspecified)	1878	0.3	10	2	-9	7	8	-0.54	-3	99	0
COc1ccc(CCN2CNc3c(c(=O)n(C)c(=O)n3C)C2)cc1	1496	1.4	8	-4	3	16	-19	1.3	2	91	-2
O=C(COC(=O)c1cccc(S(=O)(=O)NCc2ccccc2)c1)c1ccccc1	1530	4.7	9	-1	-5	-3	-13	0.34	-7	104	-3
O=C1CCc2cc(S(=O)(=O)N3CCCC3C(=O)N3CCN(c4ccccc4)CC3)ccc2N1 (stereo unspecified)	1725	4.8	8	5	-1	6	-9	nt	-6	99	2
CC(=O)Nc1nnc(-c2ccc(Cl)s2)o1	1464	2.3	-5	0	2	12	nt	nt	0	97	-11
COC(=O)c1ccccc1OCC(=O)N1CCN(c2ccc(F)cc2)CC1	1489	0.5	8	1	1	4	nt	nt	11	98	8
O=C(CSc1cccc(C(F)(F)F)c1)Nc1ccc(Cl)cc1Cl	1603	4.7	0	-2	0	16	nt	nt	10	91	-2
O=C(O)CCCCCNC(=O)CCn1cnc2ccccc2c1=O	1449	2.9	-1	-4	2	8	-10	0.27	4	100	-2
O=C(C1=C[C@H](c2ccc(Br)cc2)C[C@H](OCCCCO)O1)N1CCOCC1	1403	3.0	4	4	-6	nt	-20	nt	1	nt	3
O=C(Nc1cccc2ccccc12)N1CCN(Cc2ccc3c(c2)OCO3)CC1	1419	0.1	1	7	-1	4	nt	-1.2	3	103	10
CCOc1ccccc1NC(=O)CSc1nnc(-c2ccco2)o1	1409	1.4	-2	1	-4	4	28	nt	-6	105	-16
Cc1ccc(C(=O)c2cc3c(cc2[N+](=O)[O-])OCCO3)cc1	1599	2.0	7	2	0	1	-14	0.53	-4	103	3
COc1cc(C(=O)OCC(=O)Nc2cc(C)on2)ccc1OCc1ccccc1Cl	1565	2.4	-3	0	12	18	-189	-0.87	-6	89	-12
S=C(Cc1cccnc1)N1CCOCC1	1650	1.0	4	9	6	12	1	0.9	1	91	4

Compounds as they come; overall some 5.6% were active at least once.
